Polio RdRp inh: poliovirus RdRp elongation inhibitors, primary screen, biochemical, fluorescence polarization, total intensity | Genome polyprotein (Poliovirus type 1 (strain Mahoney)), P03300 | actives 0.66% (n = 150,000) | poliovirus polymerase elongation; hits give low values | AID 588519, 2011 | % elongation, % (compound at 16.7 µg/mL); in the data active = % elongation below about 90%; note: some results filed as inactive read as strong as hits
Target sequence (P03300 1749-2209 limits assumed): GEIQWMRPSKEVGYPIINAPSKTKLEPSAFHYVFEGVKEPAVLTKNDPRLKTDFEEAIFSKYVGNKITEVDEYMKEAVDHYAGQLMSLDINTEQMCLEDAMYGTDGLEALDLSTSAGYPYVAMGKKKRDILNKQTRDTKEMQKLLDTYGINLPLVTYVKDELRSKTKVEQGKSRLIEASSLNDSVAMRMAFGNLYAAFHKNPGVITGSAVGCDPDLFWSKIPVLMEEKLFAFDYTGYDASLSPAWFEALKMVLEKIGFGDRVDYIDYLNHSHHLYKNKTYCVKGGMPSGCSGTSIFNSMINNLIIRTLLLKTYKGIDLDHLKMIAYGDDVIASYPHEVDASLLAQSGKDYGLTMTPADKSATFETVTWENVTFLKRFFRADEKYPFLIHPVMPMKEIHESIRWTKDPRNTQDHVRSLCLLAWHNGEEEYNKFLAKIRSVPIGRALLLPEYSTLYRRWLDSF
Polio RdRp inh FP z-score: further read-out of Polio RdRp inh, marked with its call; z-score; measured here: FP z-score; hits read low
Active calls of the source: *; & = joins results of further samples. The list is partial (hit frequency here may not be typical).

SMILES	Polio RdRp inh	Polio RdRp inh FP z-score
CCN(CC)CCN1C(=O)C(=O)/C(=C(/O)c2ccc3c(c2)OCCO3)C1c1cccc(Cl)c1 (centres undefined)	100	0.1
CCc1ccc(-n2nnc(-c3nc(-c4ccc(C)cc4)no3)c2N)cc1	113	-0.2
CC1=C(C(=O)OCc2ccccc2)C(c2ccccc2)NC(=O)N1C (centres undefined)	101	-0.4
CCC1SC2=NCN(c3ccccc3)CN2C1=O (centres undefined)	101	-0.1
CCn1cc(C(=O)NCc2ccc(C)o2)c2cc(OC)c(OC)cc2c1=O	104	1.9
CC(C)C(=O)OCc1cc(=O)n2ccsc2n1	103	1
O=C(O)CNC(=O)COc1ccc(-c2ccccc2)cc1	101	-0.3
CCN(CC)CCCNC1=NCC(C)S1 (centres undefined)	101	-0.2
CCn1cc(C(=O)N(C)Cc2ccccc2)c2cc(OC)c(OC)cc2c1=O	99	-0.1
O=C(O)c1ccnc(Cl)c1	102	-0.1
CCCCC(=O)Nc1cc(-c2cn3cccnc3n2)ccc1C	105	-0.4
CSc1ncc(C(=O)OCc2ccc(C#N)cc2)n1-c1ccccc1	103	0.2
O=C1c2cccc3c(N4CCNCC4)ccc(c23)C(=O)N1c1ccc(Cl)cc1	78	-4.3
O=c1[nH]c2ccccc2c2nncn12	102	0.4
CSC1=NCCN1C(=O)COc1ccccc1	101	-0.6
O=C1CCCC2=C1C(c1ccc(Cl)cc1)n1c(s/c(=C\c3cccnc3)c1=O)=N2 (centres undefined)	107	0.5
CC(C)(C)C(=O)Nc1c[nH]c(=O)[nH]c1=O	104	0.3
Nc1c(C(=O)Nc2ccc(F)c(Cl)c2)sc2nc3c(cc12)N1CCC3CC1	102	-0.8
Cc1c(C(=O)N2CCCC2)oc2c1-c1nn(CC(=O)NC(C)c3ccc4c(c3)OCCO4)cc1CC2 (centres undefined)	101	-0.3
O=C(CCS(=O)(=O)Cc1ccccc1)n1nnc2ccccc21	102	0.3
C1=CC2CC1CC2CNCc1ccco1 (centres undefined)	104	0.1
CCOC(=O)C(CC)Sc1nnc2[nH]c(=O)cc(C)n12 (centres undefined)	107	0
CC(=O)NCc1cccs1	102	-0.1
O=C(Cn1ccn(-c2ccc(F)cc2)c(=O)c1=O)Nc1ccccc1	102	0
c1nc(NCCN2CCOCC2)c2nc3n(c2n1)CCCCC3	104	1
CN(C)c1nc(N)nc(C2CCCN2S(=O)(=O)c2ccc3ccccc3c2)n1 (centres undefined)	104	0.2
Cc1ccc(CSc2nc3ccccc3c3nc(CCn4c(C)nc5ccccc54)nn23)cc1	115	2
CCOC(=O)C1=C(C(F)(F)F)Nc2ncnn2C1c1cccc(OC)c1OC (centres undefined)	109	0.8
CC1=NNC(=O)C1C(c1ccccc1F)C(C#N)C#N (centres undefined)	105	0
CC(C)(C)c1ccc(S(=O)(=O)NCc2ccc3c(c2)CCN3C(=O)c2ccccc2)cc1	104	-0.7
COc1cc(C2C(=O)N(C3CCC(C)CC3)CC(=O)N2Cc2ccc3c(c2)OCO3)ccc1OC(C)C (centres undefined)	101	0.1
Cc1cccc(NC(=O)C2Sc3nnc(-c4ccccc4)n3NC2c2ccccc2)c1 (centres undefined)	105	0.5
O=C(COc1ccccc1F)Nc1ccc(I)cc1	106	2
Cc1ccc(NC(=O)NCc2cccn2Cc2ccccc2)c(C)c1	105	-0.2
Cn1c(=O)n(C)c2cc(NS(=O)(=O)c3ccc(F)cc3)c(NCc3ccccc3)cc21	103	-0.5
CCOc1ccc(N(/C=C2\Sc3ccccc3C2=O)C(=O)c2ccc(C)cc2)cc1	131	5.9
CCOC(=O)c1cccc(NC(=O)C(Cc2ccccc2)NS(=O)(=O)c2cccc3nsnc23)c1 (centres undefined)	109	0.8
O=c1[nH]c(=S)[nH]c(O)c1C=NC12CC3CC(CC(C3)C1)C2	99	-0.2
Cc1ccc(NC(=O)Cn2nc(-c3ccccc3)nc(Cc3ccccc3)c2=O)cc1	110	0.8
Cc1ccc2cc3cc(C(=O)NCCCN4CC(C)CC(C)C4)oc3nc2c1 (centres undefined)	100	-0.1
COc1cc(CNC(=O)c2sc3ncccc3c2-n2cccc2)cc(OC)c1OC	111	1.1
C=CCC(N)(CC=C)c1ccncc1	98	-1
CCOc1cccc2sc(NC(=O)c3ccc(S(=O)(=O)N4CCCc5ccccc54)cc3)nc12	99	-1.8
Cc1cc(NC(=O)c2sc(Nc3cccc(C(F)(F)F)c3)nc2N)no1	101	-0.2
NC(=O)c1ccc(NC(=O)COC(=O)Cc2cn3ccsc3n2)cc1	101	0
O=C(CSc1ccccn1)N(C1=CCCCC1)C1CC1	103	0.1
COc1cc2c(cc1OC)C1(CCCC1)CN(C(=O)c1cc(Br)ccc1OC)C2	101	-0.1
O=C1CC(c2nc(-c3ccccc3)no2)CN1c1ccccc1 (centres undefined)	105&105	-0.3&1.1
N#Cc1cnc(SCC(=O)NC(=O)Nc2ccccc2)nc1N	99	-0.7
COc1ccc(N(C)C(=O)Cc2c(C(=O)O)n(C)c3ccccc23)c(OC)c1	105	2.7
Next section
SMILES	Polio RdRp inh	Polio RdRp inh FP z-score
COc1ccc2oc(-c3ccc(C)c(NC(=O)c4cccnc4)c3)nc2c1	107	0.5
O=C(Nc1ccccc1I)C1(S(=O)(=O)c2ccccc2)CCCC1	101	-0.5
O=C(NC1CC1)c1cccc(NC(C(=O)N2CCOCC2)c2ccccc2)c1 (centres undefined)	101	-0.1
CN1CCN(c2ccc(-c3nc(-c4ccccc4)no3)cc2[N+](=O)[O-])CC1	101	-1.4
CCOC(=O)Cn1ncc(-c2ccccc2)c1N	104	0.8
Cc1nnc(N2CCC(C(=O)NCc3ccc(N(C)C)cc3)CC2)c2nn(-c3ccccc3)c(C)c12	102	-0.6
COC(=O)c1ccccc1NC(=O)c1cc(-c2ccc(Cl)cc2)on1	106	0.5
Cc1ccc(-n2c(=O)[nH]c3sc4c(c3c2=O)CCCC4)cc1	107	0.7
CCc1nn(CC(=O)N2CCN(c3cccc(C)c3)C(C)C2)c(=O)c2cc3sccc3n12 (centres undefined)	104	-0.6
CCn1cc2nc(SCc3cccc(C(F)(F)F)c3)n(CCc3ccccc3)c(=O)c2n1	109	0.5

In the list so far, these contain a furan ring, fused or not:
SMILES	Polio RdRp inh	Polio RdRp inh FP z-score
CCn1cc(C(=O)NCc2ccc(C)o2)c2cc(OC)c(OC)cc2c1=O	104	1.9
Cc1c(C(=O)N2CCCC2)oc2c1-c1nn(CC(=O)NC(C)c3ccc4c(c3)OCCO4)cc1CC2 (centres undefined)	101	-0.3
C1=CC2CC1CC2CNCc1ccco1 (centres undefined)	104	0.1
Cc1ccc2cc3cc(C(=O)NCCCN4CC(C)CC(C)C4)oc3nc2c1 (centres undefined)	100	-0.1

Carrying on:
SMILES	Polio RdRp inh	Polio RdRp inh FP z-score
Cc1cc(C(=O)OCCOc2ccc(Br)cc2)c(C)o1	102	-0.1
COc1cccc(C(=O)Nc2nc3nc(C)c(Cc4ccccc4)c(=O)n3[nH]2)c1	109	0.6
CN1C(=O)C2(c3ccccc31)N(c1cccc(Cl)c1)C(=O)CS2(=O)=O (centres undefined)	102	0.9
CSc1nsc(SC)c1NC(=O)N1CCCCC1	105	0.3
CCOC(=O)N1CCN(c2nc3ccccc3nc2Nc2sc3c(c2C#N)CCCC3)CC1	126	2.3
CC(=O)N=c1sccn1CC(O)c1ccc(Br)cc1 (centres undefined)	104	0.2
Cn1c(CCCNC=O)nc2ccccc21	98	-1.3
COc1ccc2c(c1)C(c1ccc(N3CCOCC3)cc1)=NNC(c1cccnc1)=N2	104	0.7
N#Cc1cc(C(=O)O)c(N)[nH]c1=O	93	-1.6
O=C(COc1ccc(-c2nnco2)cc1)Nc1ccccc1Sc1ccccc1	104	0.3
COc1cc(Nc2nc(SCc3ccccc3Cl)nc3ccccc23)cc(OC)c1	102	-0.8
O=C(CC(=O)c1ccccc1O)c1ccc(Cl)cc1	102	0.5
O=c1[nH]c(=S)n(-c2cccc(Cl)c2)c2c1CN(C1CCCC1)CN2	99	-1.2
Cc1ccc(C)c(Cn2c(=O)n(Cc3ccco3)c(=O)c3oc4ccccc4c32)c1	101	-1.1
O=C(N=C1N=c2ccccc2=N1)c1ccc2c(O)n(Cc3ccncc3)c(O)c2c1	100	-0.1
OC1CCN(Cc2ccc[nH]2)CC1	96	-0.9
O=C(O)COCC(=O)Nc1ccc(N2CCOCC2)nc1N1CCOCC1	100	-0.6
O=C(Cc1nnc(-c2ccc(Br)cc2)o1)NC1CCCCCC1	103	0.8
COc1ccc(-c2noc(N3CCCC3)n2)cc1OC	103	0.2
O=C(CCS(=O)(=O)c1cc2c(cc1Cl)NC(=O)CO2)NCc1ccccc1Cl	111	1
Cc1ccc(S(=O)(=O)NC(=O)OCCn2ncc3ccccc3c2=O)cc1	103	0
O=c1[nH]nc(COc2ccccc2)c2nnn(Cc3ccccc3)c12	100	-1.2
COc1ccc(-c2cn(-c3ccccc3)c3[n+]2CCS3)cc1	99	-1.4
C(=N\n1cnnc1)/c1ccc(N2CCOCC2)s1	106	0.5
CCOC(=O)CSc1ccccn1	101	-0.4
O=C(O)CSc1nc2ccccc2c2nc3ccccc3n12	104	0.3
COc1cc(CN(C(=O)COc2ccc(C)c(C)c2)c2ccccn2)cc(OC)c1OC	104	-0.2
Cc1cc(C)cc(NC(=O)CCc2c(C)nc3c4cccnc4nn3c2C)c1	106	0.2
O=C1NC(c2ccccc2)=N/C1=C\c1ccco1	95	-1
Fc1ccccc1-n1ncc2c1ncn1nc(-c3ccccc3Cl)nc21	115	0
CCc1ccccc1NC(=O)CNC1CCCCC1	101	-0.1
Cc1ccc(CNc2ncnc3c2nc2n3CCCC2)cc1	109	0.6
Cc1ccc(NC(=O)c2cnc3sccn3c2=O)cc1	109	0.8
COc1cc(OC)c2c(c1Cl)O[C@]1(C2=O)C(OC)CC(=O)C[C@H]1C (some centres undefined)	104	1.3
COc1cccc2cc(-c3nc(-c4ccc(C)cc4)c(C)s3)c(=O)oc12	115	1.8
O=c1oc(-c2cc3ccccc3o2)nc2sc3c(c12)CCCC3	102	0
Cc1ccccc1CNC(=O)c1ccc(NC(=O)c2nsc3ccccc23)cc1	111	1
O=C(Nc1ccc2c(c1)OCO2)Nc1cnn(Cc2ccc(Br)cc2)c1	101	0.4
COc1ccc(C(=O)N2CCCCC2CCN2CCOCC2)cc1 (centres undefined)	111	1.1
C=C(C)CSc1n[nH]c(=S)s1	96	-0.6
COCCCNC(=O)CSc1nc2c(sc3ccccc32)c(=O)n1CCCC(=O)NCCOC	103	0
CCS(=O)(=O)CCSc1nc2ccccc2o1	103	1.2
CC1CCc2nn(CC(=O)Nc3cccc(C(F)(F)F)c3)c(=O)cc2C1 (centres undefined)	110	0.5
O=C(O)CCN1CCc2ccccc2C1c1ccncc1 (centres undefined)	96	-1.5
C=CCc1ccccc1Oc1cc(F)nc(N)n1	100	0.2
COc1ccc(CN2CCN(Cc3cc(=O)oc4cc(C)ccc34)CC2)c(OC)c1OC	108	-0.1
Cc1ccc(-c2cc(N)n(Cc3cccc(Cl)c3)n2)cc1	101	-0.6
COC(=O)Cc1cc(=O)[nH]c(/N=C(\N)Nc2cccc(C)c2)n1	101	-0.4
CCC(N)Cn1nnn(-c2ccccc2)c1=O (centres undefined)	105	2.1
COc1cccc(CN2C(=O)C3(SCC(=O)N3c3cc(C)cc(C)c3)c3ccccc32)c1 (centres undefined)	98	-1.3
Going on with the list.
SMILES	Polio RdRp inh	Polio RdRp inh FP z-score
CCc1nn2c(=O)c(S(=O)(=O)Nc3ccccc3)c(C)nc2s1	103	0
CCN(C(=O)C1CCC(CNS(=O)(=O)c2cccc3nsnc23)CC1)c1ccccc1 (centres undefined)	105	0.1
CCOC(=O)c1c(Oc2ccc(C(=O)OC)cc2)nnc(-c2ccccc2)c1-c1ccccc1	105	-0.3
Cc1ccc(S(=O)(=O)c2cn(CC(=O)Nc3ccc(C)c(Cl)c3)c3ccc(C)cc3c2=O)cc1	108	0.3
COc1ccc(C)cc1NC(=O)c1ccc2c(c1)CCN2S(=O)(=O)c1ccc(Cl)cc1	108	0.5
O=C(CN1CCCC1)N1c2ccccc2Sc2ccccc21	100	-0.5
COc1cc(CN2CCc3nc(N4CCN(c5ccccc5F)CC4)ncc3C2)ccc1OC(C)C	96	-1.4
Cc1cccc(C2N=C(c3cnccn3)NN2)c1 (centres undefined)	103	0.3
CC1CCN(C(=O)C(C)Sc2nc(-c3ccccc3)cc(C(F)(F)F)n2)CC1 (centres undefined)	101	-0.6
COc1cc(NC(=O)CCCc2nnc3n(CC(C)C)c(=O)c4sccc4n23)cc(OC)c1	110	-0.5
CCCCN(C)C(=O)c1cnn(-c2ccc(C)cc2)c1-n1cccc1	101	-0.5
CNC(=O)[C@H]1O[C@@H](n2cnc3c(NCc4ccc(I)cc4)ncnc32)[C@H](O)[C@@H]1O	101	-0.1
NC(=S)NN1N=C(c2ccccc2)CC1=O	100	-0.7
Cc1sc2c(c1C)c(=O)n(Cc1ccccc1)c(=O)n2CC(=O)N(C)c1ccccc1	106	0.1
CCOC(=O)c1oc2ccc(Br)cc2c1N	101	-0.3

Exported in markdown: entries from further up.
| Compound | Polio RdRp inh | Polio RdRp inh FP z-score |
| --- | --- | --- |
| O=C(COc1ccccc1F)Nc1ccc(I)cc1 | 106 | 2 |
| Cc1ccc(NC(=O)NCc2cccn2Cc2ccccc2)c(C)c1 | 105 | -0.2 |
| Cn1c(=O)n(C)c2cc(NS(=O)(=O)c3ccc(F)cc3)c(NCc3ccccc3)cc21 | 103 | -0.5 |

Screens deposited in PubChem by ICCB-Longwood Screening Facility, Harvard Medical School.
